Screening data: PubChem, several laboratories
ABCB6 inh 2 – human ABCB6 transporter inhibition; Q9NP58; K562-ABCB6 porphyrin accumulation, flow cytometry, 1 h; hits give low values; fluorescence ratio to DMSO, % at 10 µM; 360,000 compounds, 0.19% hits;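 active = fluorescence ratio to DMSO below 75%, the collection mean minus 3 SD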;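 also: signal is porphyrin accumulated inside mitochondria; 100% equals median channel fluorescence of DMSO control wells; lower ratio means ABCB6 inhibition with less porphyrin fluorescence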
MC4R barr agon – agonists of human melanocortin 4 receptor (MC4R) beta-arrestin. P32245. U2OS MC4R beta-arrestin complementation, luminescence; percent of melanotan II response, DMSO zero. activation, % at 8.9 µM. 360,000 compounds, 0.98% hits;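 active = activation above a per-plate cutoff, the mean activation of sample wells on that plate plus 3 SD, cut at about 8% in these data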
Target sequence (P32245 whole entry, looked up): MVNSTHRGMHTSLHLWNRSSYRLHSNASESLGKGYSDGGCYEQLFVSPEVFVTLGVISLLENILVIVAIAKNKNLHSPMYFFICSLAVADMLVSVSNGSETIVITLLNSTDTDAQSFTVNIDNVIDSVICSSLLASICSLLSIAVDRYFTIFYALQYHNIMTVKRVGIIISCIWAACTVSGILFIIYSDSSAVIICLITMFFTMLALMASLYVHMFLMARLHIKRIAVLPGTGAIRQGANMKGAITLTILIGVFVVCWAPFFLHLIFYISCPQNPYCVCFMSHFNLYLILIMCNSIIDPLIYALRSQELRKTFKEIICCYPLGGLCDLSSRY
MC4R antagonist – human MC4R antagonism in cAMP assay | P32245 | MC4R-expressing cells, MTII-stimulated cAMP, LANCE TR-FRET | inhibition, % at 6.5 µM | 360,000 compounds, 0.48% hits | AID 540295;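 active = inhibition above its plate's cutoff, the mean of tested wells on that plate plus 3 SD, cut at about 29% in these data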;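 also: 0% = Melanotan II alone and 100% = Melanotan II plus saturating MCL0020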
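System – human MC4R-expressing U2OS cells · Also added – Melanotan II · Dosing – one concentration, 6.5 µM nominal · Timing – 30-min compound, 1-h challenge, 1-h detection, room temperature · Measured by – Eu-cAMP/anti-cAMP TR-FRET, emission 671 nm · Replicates – singlicate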
ABHD5 PLIN5 PPI – ABHD5-PLIN5 protein interaction inhibition; AID 602281; Q00G26+Q8WTS1; inhibition, % at 4 µM; 360,000 compounds, 0.78% hits; Split G. princeps luciferase complementation, luminescence, 4 h;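 active = inhibition above the mean inhibition across every tested compound plus 3 SD, cut at about 22% in these data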;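 also: 0% = DMSO only wells and the 100% control is not disclosed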
Glyco luc inh – N-linked glycosylation inhibition; D54 ERlucT glycosylation luciferase reporter, 24 h; percent of 100 nM tunicamycin response; reporter increase, % at 12.5 µM; 360,000 compounds, 0.23% hits; AID 588692;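 active = mean luciferase reporter signal, scaled so untreated is 0 and the glycosylation-blocking control 100, at or above a set limit in every replicate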;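 also: luciferase carries N-glycosylation sites so blocking glycosylation raises the light; 0% = median of neutral control wells and 100% = median of 100 nM tunicamycin wells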
Exocytosis inh – lytic granule exocytosis inhibition. inhibition, % at 10 µM. 360,000 compounds, 0.66% hits. TALL-104 LAMP-1 surface exposure, flow cytometry; cells stimulated with thapsigargin and PMA. AID 651702;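 active = inhibition above about 55%, limit read from the data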
HTR2A ag – agonists of mouse serotonin 5-HT2A receptor (HTR2A). P35363. CHO-K1 mHTR2A beta-arrestin complementation, luminescence; percent of 30 µM serotonin response. activation, % at 7.6 µM. 360,000 compounds, 0.66% hits. AID 624169;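 active = activation above a run cutoff, the mean activation of all tested compounds plus 3 SD, cut at about 14% in these data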;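 also: 0% = plate median of compound wells and 100% = 30 µM serotonin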
Cardio protect – modulators protecting cardiomyocytes from myocardial damage | H9c2 cardiomyocytes, H2O2 injury protection, ATPLite, 2 h | protection from H2O2 cell death, % at 20 µM | 360,000 compounds, 0.63% hits | AID 588492;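 active = compounds giving at least 50% protection of heart cells from peroxide-induced death in the single-dose screen, raw or plate-pattern-corrected value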;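 also: 0% = DMSO wells with peroxide and 100% = DMSO wells without peroxide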
PDI turbidity – blocks human protein disulfide isomerase activity. PDI insulin aggregation turbidity, A650, 90 min. inhibition, % at 10 µM. 350,000 compounds, 0.052% hits;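 active = mean inhibition across replicates of 30% or more, whatever share of single replicates reach that level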;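 also: absorbance from insulin aggregation driven by PDI reduction with DTT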
Target sequence (P07237 whole entry, looked up): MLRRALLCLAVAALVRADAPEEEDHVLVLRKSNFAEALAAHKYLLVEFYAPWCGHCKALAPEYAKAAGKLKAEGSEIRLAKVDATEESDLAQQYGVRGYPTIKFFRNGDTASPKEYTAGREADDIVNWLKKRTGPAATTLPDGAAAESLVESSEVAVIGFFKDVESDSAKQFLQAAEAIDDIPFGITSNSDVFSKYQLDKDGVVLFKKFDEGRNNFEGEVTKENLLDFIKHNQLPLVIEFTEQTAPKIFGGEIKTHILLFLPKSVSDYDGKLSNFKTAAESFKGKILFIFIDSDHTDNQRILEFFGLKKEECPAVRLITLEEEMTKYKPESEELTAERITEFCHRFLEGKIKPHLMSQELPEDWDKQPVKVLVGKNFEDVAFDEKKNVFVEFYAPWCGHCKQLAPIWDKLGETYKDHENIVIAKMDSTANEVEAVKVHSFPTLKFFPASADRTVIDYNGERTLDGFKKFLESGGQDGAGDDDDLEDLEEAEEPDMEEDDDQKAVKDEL
CaV13 FRET inh – Disruptors of the CACNA1D IQ motif to Ca2+-dependent inactivation inhibitor domain association, primary screening, Förster resonance energy transfer in intact living …; HEK cells, CFP/YFP FRET ICDI-IQ, plate reader, 10 min; percent FRET-ratio fall versus neutral wells; inhibition, % at 12.3 µM; 340,000 compounds, 0.098% hits;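 active = mean replicate inhibition of at least 30% and at least 1% of replicates passing that level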;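 also: 0% = median of the neutral control wells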
* hit, by the source's call; / = no result given. The order is random. Share with any hit: about 4.2%.

SMILES	ABCB6 inh 2	MC4R barr agon	MC4R antagonist	ABHD5 PLIN5 PPI	Glyco luc inh	Exocytosis inh	HTR2A ag	Cardio protect	PDI turbidity	CaV13 FRET inh
Cc1cc(C(=O)Nc2cc(C(C)(C)C)on2)c(C)o1	99	-1.8	0	0	-1	-1	1	-6	-1	-4
Cc1ccnc(NS(=O)(=O)c2ccc(NC(=O)CSc3nc(-c4ccccc4)cc(=O)[nH]3)cc2)n1	100	-1.4	2	-2	-1	1	1	-1	-1	-2
COc1ccc(CCNS(=O)(=O)c2cc(C(=O)O)c(Cl)cc2Cl)cc1	98	-2.0	9	-7	0	5	-1	-4	2	1
CN(C)S(=O)(=O)n1cc(/C=C(\NC(=O)c2ccccc2F)C(=O)NCCN2CCOCC2)c2ccccc21	97	-1.1	1	5	1	-4	-1	75*	-2	-5
CCOC(=O)Cc1csc(Nc2ccc(Cl)cc2)n1	96	-0.1	-7	-2	1	0	-3	-16	-8	-2
CC(C)C[C@@H](CN1CCC[C@@H]1CN1C(=S)NC[C@@H]1Cc1ccccc1)N1C[C@H](Cc2ccc(O)cc2)N(CC2CCCCC2)C1=S	96	/	/	2	-6	2	4	5	/	-6
CC(C)C(OC(=O)c1ccco1)C(=O)NC1CCCC1 (centres undefined)	171	0.3	-3	3	1	-5	3	-2	2	-2
Cc1ccc(NC(=O)NNC(=O)COc2ccc3ccccc3c2)cc1	96	5.1	7	7	1	-7	-2	2	3	-4
O=C(NN=Cc1ccc2c(c1)OCO2)C1CC1	99	-1.4	2	-4	-2	-4	3	-2	0	-9
CC(c1ccon1)N(C)C(=O)CCc1nnc(Cc2ccc(-c3ccccc3)cc2)o1 (centres undefined)	93	1.2	-4	4	-2	1	0	-10	8	-3
COCCn1nnnc1CN(CCc1ccc(OC)c(OC)c1)Cc1cc2ccc(C)cc2[nH]c1=O	114	-1.0	13	-15	1	-13	2	6	-2	/
COc1ccc(NC(=O)CCC(=O)c2ccc(-c3ccccc3)cc2)cc1	101	2.0	7	-5	3	-3	0	-12	-1	/
O=C(NCc1ccco1)/C(=C/c1cccc(C(F)(F)F)c1)c1nc2ccccc2[nH]1	100	0.3	6	13	4	-1	0	5	13	-3
Fc1ccccc1C1c2[nH]c3ccccc3c2CCN1Cc1ccoc1 (centres undefined)	101	5.3	9	-3	-7	6	4	-15	-5	-10
CC1(C)C(C=C(Cl)Cl)C1C(=O)N(Cc1ccc(Cl)cc1)C1CCS(=O)(=O)C1 (centres undefined)	101	7.2	21	-3	0	0	2	-1	1	-5
CC(NC(=O)C1=CC=CN2CCS(=O)(=O)N=C12)c1ccc(Cl)c(Cl)c1 (centres undefined)	100	-2.0	-7	1	3	-1	-4	2	2	-12
COc1cccc(-n2c(C)n[nH]c2=O)c1	101	2.4	-1	1	1	-4	-5	-5	-4	-4
Cc1cc(C)c(C(=O)OCC(=O)NC(=O)c2ccccc2)c(C)c1	97	3.8	2	2	1	-3	-4	-4	6	-5
O=C(CSc1nc2ccccc2[nH]1)Nc1ccc(N2CCOCC2)cc1	94	-1.1	4	-2	-2	-4	10	2	-4	/
COC(=O)NNC(=O)CCCOc1ccc(Cl)cc1Cl	102	-2.2	7	-6	2	-1	-2	6	1	-2
C=CCCC(=O)N1C[C@H]2CON(C)[C@H]2C[C@H]1c1cccc(N2CCOCC2)c1	100	-0.2	-3	4	4	2	-2	8	-2	-6
CC1=C(C(=O)N2CCOCC2)CC(CC(=O)NCc2cccs2)C(=O)N1Cc1ccccc1 (centres undefined)	101	/	/	3	5	2	0	3	/	-6
Cc1ccc(N2CC(C(=O)Nc3ccc(S(=O)(=O)N4CCCC4)cc3)CC2=O)cc1 (centres undefined)	103	-0.8	16	-11	-2	1	12	-2	3	-4
Cc1cccc(N2CC(C(=O)Nc3ccc4c(c3)OCCO4)CC2=O)c1C (centres undefined)	87	-1.6	2	-2	-2	-1	-2	1	-5	-2
CN(C)C(=S)SCC(=O)NCc1ccc(F)cc1	90	-1.0	-8	1	1	3	1	5	1	0
c1ccc(Oc2cccc(OCCCCN3CCCC3)c2)cc1	107	-3.1	20	-3	-5	0	-8	-7	6	-6
Cc1ccc(Br)cc1S(=O)(=O)N1CCN(c2ccccc2)CC1	99	-1.6	20	2	-1	66*	-3	-24	-5	-7
CCOc1cccc(C(=O)Nc2ccccc2C(=O)N2CCOCC2)c1	94	-2.0	0	3	0	0	4	-1	6	-2
Cc1ccc(S(=O)(=O)Oc2ccc(/C=C(/NC(=O)c3ccccc3)C(=O)Nc3ccccc3)cc2)cc1	113	0.4	6	8	0	6	-1	-1	-3	/
Cc1oc(C(=O)O)cc1COc1ccc2c3c(c(=O)oc2c1C)CCC3	99	2.6	1	10	2	4	6	4	10	-5
CCOC(=O)c1sc(=NC(=O)c2ccc(S(=O)(=O)N(C)c3ccccc3)cc2)n(C)c1C	104	1.2	-7	14	-1	-1	2	2	-66	-3
CCOC(=O)c1sc2nc(SCC#N)n(CCCN3CCCC3=O)c(=O)c2c1C	96	-1.7	16	8	-6	1	0	15	-6	-3
O=c1[nH]c(C2CCN(S(=O)(=O)c3ccccc3F)CC2)nc2c1nnn2Cc1ccc(OC(F)(F)F)cc1	92	-1.7	3	7	0	24	0	-11	-2	-15
Nc1ccc2nc(N)sc2c1	100	-1.0	2	5	1	6	1	5	-13	-6
COc1cccc(CN2CCN(Cc3ccc4c(c3)OCCO4)CC2CCO)c1 (centres undefined)	100	0.5	5	3	0	6	3	-4	-5	-15
COCCNC(=O)c1cc(C(=O)CC(C)C)c[nH]1	100	-1.9	2	4	1	2	0	-2	-10	-4
O=C(O)C1CCCCC1C(=O)Nc1cccc(Cl)c1Cl (centres undefined)	94	2.7	0	0	/	1	5	7	-3	-4
O=c1sc2ccccc2c(=O)n1Cc1ccccc1F	96	-1.1	-1	-4	-1	-1	-5	2	7	-3
CCCCn1cnc2c1c(=O)n(C)c(=O)n2C	104	-0.4	-1	-4	2	1	-1	2	0	-6
Cc1ccc(S(=O)(=O)N2CCCC(c3nc(-c4ccc(C)o4)no3)C2)cc1 (centres undefined)	95	-1.4	7	-5	-1	3	-4	-8	4	-4
CCCOc1ccc(NC(=O)CCC(=O)NC(C)c2ccccc2)cc1 (centres undefined)	94	0.3	2	2	0	-4	-1	1	-3	-12
CC1CN(C(=O)/C=C/c2ccccc2Cl)CC(C)O1 (centres undefined)	103	-2.2	11	0	1	-2	3	-3	-7	-3
COc1ccc(C(=O)NNC(=S)NC2CCCCC2)cc1OC	103	0.2	10	0	0	5	-7	1	2	-5
CCOC(=O)C1CCN(c2nnc(N3CCCC3=O)s2)CC1	117	-0.4	1	4	-2	-3	1	-3	-5	-7
CC(C)(C)C(=O)N1CCN(c2nc3ccccc3s2)CC1	99	-2.1	3	4	-3	0	8	-4	15	-15

Compound profiles (already shown):
CCOC(=O)C1CCN(c2nnc(N3CCCC3=O)s2)CC1 across the screens: ABCB6 inh 2: 117; MC4R barr agon: -0.4; MC4R antagonist: 1; ABHD5 PLIN5 PPI: 4; Glyco luc inh: -2; Exocytosis inh: -3; HTR2A ag: 1; Cardio protect: -3; PDI turbidity: -5; CaV13 FRET inh: -7
COCCNC(=O)c1cc(C(=O)CC(C)C)c[nH]1 across the screens: ABCB6 inh 2: 100; MC4R barr agon: -1.9; MC4R antagonist: 2; ABHD5 PLIN5 PPI: 4; Glyco luc inh: 1; Exocytosis inh: 2; HTR2A ag: 0; Cardio protect: -2; PDI turbidity: -10; CaV13 FRET inh: -4

Additional compounds follow:
SMILES	ABCB6 inh 2	MC4R barr agon	MC4R antagonist	ABHD5 PLIN5 PPI	Glyco luc inh	Exocytosis inh	HTR2A ag	Cardio protect	PDI turbidity	CaV13 FRET inh
Cc1coc2cc3oc(=O)c(CCC(=O)NCCCn4ccnc4)c(C)c3cc12	101	-2.4	-2	1	-1	1	-4	-9	/	/
Cc1cccc(C)c1NC(=O)C(c1ccc(C(F)(F)F)cc1)n1c(=O)c(-c2ccco2)nc2ccccc21 (centres undefined)	/	/	/	75*	/	17	-4	/	/	-6
COC(C(=O)Nc1ccc(F)cc1)c1ccccc1 (centres undefined)	80	-0.2	-1	0	2	-1	1	-10	0	-4
Cc1cccc(Cn2c(C)nc3ccc([N+](=O)[O-])cc3c2=O)c1	93	-0.9	-4	-2	-3	-7	-3	1	0	-20
CCOC(=O)c1c(-n2cccc2)sc2c1CCCC2=O	98	-0.4	-4	2	-5	-1	14	-6	-2	-1
Cc1ccc(NC(=O)c2scc3c2CCCC3)cc1	99	-0.6	10	3	-2	-7	-3	-6	-3	-5
Cc1ccc(Sc2nc3c(c(=O)[nH]c(=O)n3C)n2CCc2ccccc2)cc1	97	-1.2	6	-3	0	4	-4	20	1	-10
COc1ccccc1NC(=O)CN1CCN(CC(=O)Nc2ccc(C)c(F)c2)CC1	89	-0.9	22	-9	1	9	-5	1	3	-16
Cc1c(C(=O)N2CCOCC2)c(S(=O)(=O)Nc2cccc(Br)c2)c(C)n1C	104	-2.9	4	-2	3	-1	-1	1	-3	-7
O=C(O)/C=C\C(=O)Nc1cccc(NC(=O)c2ccccc2)c1	91	-1.4	4	2	1	0	0	3	-6	-4
Cc1nc2ccccn2c1C(=O)N/N=C/c1cc(C)n(-c2ccc(Br)cc2)c1C	79	-3.2	-11	9	-6	-1	-2	0	12	-4
COC(=O)N1[C@H](C)C=C[C@]1(Cc1ccccc1)C(=O)OC	99	1.0	5	4	0	57*	-1	0	-3	-11
Cc1cc(NC(=O)NN2CCOCC2)nn1-c1c(Cl)cc(Cl)cc1Cl	97	-1.8	2	3	0	1	-1	-5	-5	-4
CC(C)CCOc1ccccc1C(N)=O	106	-2.2	12	4	-3	-6	8	23	-2	-2
CC1(C)C(=O)Nc2ccccc2N1C(=O)CN1C(=O)NC(CCc2ccccc2)C1=O (centres undefined)	100	-0.5	-4	2	0	-1	-1	3	-10	-7
Cc1ccc(CN(Cc2cc3cc(C)ccc3[nH]c2=O)C(=O)N2CCOCC2)cc1	101	-1.4	9	4	-1	-1	3	-3	-3	-3
O=C(Nc1ccn(Cc2c(F)c(F)cc(F)c2F)n1)c1ccc(COc2ccc(Cl)cc2Cl)o1	89	1.4	0	-8	-7	-7	1	-4	-4	-4
COc1ccc(/C=N/Nc2nc(-c3ccc(C)cc3)c(NC(C)=O)s2)cc1OC	94	0.4	12	3	0	2	-3	-2	1	-4
CCNC(=S)N1CCN(Cc2ccc3c(c2)OCO3)CC1	96	1.1	13	-5	0	4	7	-4	6	-4
Cc1ccc(C)c(-n2c(Cc3cccs3)n[nH]c2=S)c1	105	-0.9	11	-5	0	24	3	-6	-4	-14
COc1ccc(OC)c2[nH]c(C(=O)O)cc12	98	-0.1	-8	3	2	-3	1	-2	-3	-10
Cc1ccc(N=Cc2nc(/C=C/c3cccc([N+](=O)[O-])c3)oc2O)cc1	133	-1.2	-9	5	-1	-3	-1	-6	2	-9
CC1(C)CC(=O)C=C(NCc2cccnc2)C1	92	-2.2	0	-3	2	0	-1	0	2	-5
CC1CCC(NC(=O)C2CCN(C(=O)Nc3ccccc3)CC2)CC1 (centres undefined)	97	-0.6	16	7	2	-7	-3	3	-3	-5
